CHT allo act = allosterically activates the human high affinity choline transporter; CHT-expressing cells, membrane potential dye, choline EC20; hits give high values; LV-AA mutant CHT in HEK293 cells; 0.49% of 310,000 active; Q9GZV3; B-score at 10 µM;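 active = initial fluorescence not abnormally high and integrated response B-score, plate-corrected, over 3 SD above library mean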
Target sequence (Q9GZV3 whole entry, looked up): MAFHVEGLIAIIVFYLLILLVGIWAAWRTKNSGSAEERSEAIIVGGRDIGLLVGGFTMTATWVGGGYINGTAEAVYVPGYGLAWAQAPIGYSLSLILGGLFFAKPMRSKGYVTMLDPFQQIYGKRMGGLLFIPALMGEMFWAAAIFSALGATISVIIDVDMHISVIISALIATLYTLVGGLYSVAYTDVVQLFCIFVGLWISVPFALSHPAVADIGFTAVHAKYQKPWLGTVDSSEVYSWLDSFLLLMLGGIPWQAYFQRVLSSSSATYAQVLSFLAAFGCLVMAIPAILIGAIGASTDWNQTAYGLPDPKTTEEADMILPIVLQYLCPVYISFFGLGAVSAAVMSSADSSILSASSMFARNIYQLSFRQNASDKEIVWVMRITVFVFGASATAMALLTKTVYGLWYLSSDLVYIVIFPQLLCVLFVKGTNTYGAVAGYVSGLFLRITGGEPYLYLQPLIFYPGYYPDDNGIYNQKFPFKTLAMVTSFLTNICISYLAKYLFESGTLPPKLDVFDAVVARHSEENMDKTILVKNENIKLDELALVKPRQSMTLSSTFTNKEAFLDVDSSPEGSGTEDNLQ
OX1R antagonist = blocks the human orexin 1 receptor. O43613. CHO/OX1R cells, Fluo-8 calcium fluorescence, orexin A. inhibition, % at 5 µM. 0.43% of 330,000 active. AID 434989;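 active = inhibition above its plate's threshold, mean inhibition of all tested compounds on the plate plus 3 SD, cut at about 37% in these data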;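 note: 0% = orexin A challenge wells and 100% = SB-334867-A antagonist wells; not every result past the cut was called active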
Target sequence (O43613 whole entry, looked up): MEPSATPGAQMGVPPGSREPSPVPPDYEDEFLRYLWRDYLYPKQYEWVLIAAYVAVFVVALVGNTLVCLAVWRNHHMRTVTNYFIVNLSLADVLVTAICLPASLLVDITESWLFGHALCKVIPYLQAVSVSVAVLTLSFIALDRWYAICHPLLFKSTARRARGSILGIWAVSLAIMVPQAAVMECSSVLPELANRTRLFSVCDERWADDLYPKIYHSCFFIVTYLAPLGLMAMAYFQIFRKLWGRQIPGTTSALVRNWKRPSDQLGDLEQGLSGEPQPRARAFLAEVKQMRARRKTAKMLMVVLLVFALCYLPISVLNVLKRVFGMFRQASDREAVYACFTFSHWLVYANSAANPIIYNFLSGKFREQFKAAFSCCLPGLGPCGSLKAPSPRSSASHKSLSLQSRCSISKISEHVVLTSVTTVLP
* = called active by the depositor.

Results for O=C(Cn1ccc2ccccc2c1=O)NCCC(=O)N1CCN(C2CCCCC2)CC1 ?
CHT allo act: inactive; OX1R antagonist: 2

Results for Cc1cc(C(F)(F)F)c(C#N)c(SCC(=O)NC(C)(C)C)n1 ?
CHT allo act: inactive; OX1R antagonist: -14

How did CC1(C)CCCC(C)(C)N1CC(O)COCCOc1ccc(Br)cc1 (configuration not stated) do in these assays?
CHT allo act: inactive; OX1R antagonist: -9

Results for Brc1ccc(-c2nn3c(-c4ccccn4)nnc3s2)o1 ?
CHT allo act: inactive; OX1R antagonist: -15

How did COc1cc(NC(=O)NC2Cc3ccccc3C2)cc(OC)c1 do in these assays?
CHT allo act: inactive; OX1R antagonist: -21

How did CCOC(=O)c1ccccc1NC(=O)C1COc2ccccc2O1 (configuration not stated) do in these assays?
CHT allo act: inactive; OX1R antagonist: -45

Results for O=C(c1cccn2c(=O)c3cc4ccccc4cc3nc12)N1CCN(c2ccccc2)CC1 ?
CHT allo act: inactive; OX1R antagonist: -20

How did COC(=O)N/N=C/c1cn(Cc2ccc(Cl)cc2Cl)c2ccccc12 do in these assays?
CHT allo act: inactive; OX1R antagonist: -24

Results for O=C(NC1CC2CCCC(C1)N2C(=S)Nc1ccc(Cl)cc1)C1CC1 (configuration not stated) ?
CHT allo act: inactive; OX1R antagonist: -14

How did COc1ccccc1CN1CC(C(=O)NCc2cc(F)cc(C(F)(F)F)c2)CCC1=O (configuration not stated) do in these assays?
CHT allo act: inactive; OX1R antagonist: -35

How did CC1(C)C(=O)Nc2ccccc2N1C(=O)COC(=O)CNS(=O)(=O)c1ccc(F)c(F)c1F do in these assays?
OX1R antagonist: -2

Results for O=C(NC1CCC(NC(=O)C(F)(F)C(F)F)CC1)C(F)(F)C(F)F (configuration not stated) ?
CHT allo act: inactive; OX1R antagonist: 5

How did CN(/C=C/C(=C\C=[N+](C)c1ccccc1)OCCCS(=O)(=O)[O-])c1ccccc1 do in these assays?
CHT allo act: inactive; OX1R antagonist: -4

How did O=C1CNC(=S)N1Cc1ccc(F)cc1 do in these assays?
CHT allo act: inactive; OX1R antagonist: -11

Results for [O-][n+]1onc2c1CCC1N(O)C(c3ccccc3)CC21O (configuration not stated) ?
CHT allo act: inactive; OX1R antagonist: -3

Results for CC1CCN(CC(=O)Nc2ccccc2-c2ccccc2)CC1 ?
CHT allo act: inactive; OX1R antagonist: 2

Results for CCCCN1C(=O)C(=O)N(CC(=O)Nc2sc(CC)cc2C(=O)OCC)C1=O ?
CHT allo act: inactive; OX1R antagonist: -22

What do the screens show for `C(=C\c1ccccc1)/C=N/Nc1nc(N2CCOCC2)nc(N2CCOCC2)n1`?
CHT allo act: inactive; OX1R antagonist: -18

Results for O=C(CC(SCCO)c1ccc2c(c1)OCO2)c1ccco1 (configuration not stated) ?
CHT allo act: inactive; OX1R antagonist: -6

What do the screens show for `O=C(N/N=C/c1ccccc1F)c1csc2c1CCCC2`?
CHT allo act: inactive; OX1R antagonist: -13

Among those listed so far, 7 have nitrogen in an aromatic ring:
Results for O=C(Cn1ccc2ccccc2c1=O)NCCC(=O)N1CCN(C2CCCCC2)CC1 ?
CHT allo act: inactive; OX1R antagonist: 2

Results for Cc1cc(C(F)(F)F)c(C#N)c(SCC(=O)NC(C)(C)C)n1 ?
CHT allo act: inactive; OX1R antagonist: -14

Results for Brc1ccc(-c2nn3c(-c4ccccn4)nnc3s2)o1 ?
CHT allo act: inactive; OX1R antagonist: -15

Results for O=C(c1cccn2c(=O)c3cc4ccccc4cc3nc12)N1CCN(c2ccccc2)CC1 ?
CHT allo act: inactive; OX1R antagonist: -20

How did COC(=O)N/N=C/c1cn(Cc2ccc(Cl)cc2Cl)c2ccccc12 do in these assays?
CHT allo act: inactive; OX1R antagonist: -24

Results for [O-][n+]1onc2c1CCC1N(O)C(c3ccccc3)CC21O (configuration not stated) ?
CHT allo act: inactive; OX1R antagonist: -3

What do the screens show for `C(=C\c1ccccc1)/C=N/Nc1nc(N2CCOCC2)nc(N2CCOCC2)n1`?
CHT allo act: inactive; OX1R antagonist: -18

Additional entries.
How did CN(C)C(CNC(=O)c1ccc2nccnc2c1)c1ccco1 (configuration not stated) do in these assays?
OX1R antagonist: -11

What do the screens show for `NS(=O)(=O)c1ccc(CCNC(=O)COC(=O)/C=C/c2ccccc2Cl)cc1`?
CHT allo act: inactive; OX1R antagonist: -17

How did Cc1ccccc1CN(C)C(C)C(=O)Nc1ccccc1F (configuration not stated) do in these assays?
CHT allo act: inactive; OX1R antagonist: -15

How did Cc1nc2ccc(-n3ccc(=O)cc3)cc2s1 do in these assays?
CHT allo act: inactive; OX1R antagonist: -1

Results for Cc1ccc(NC(=O)CSCC(=O)NCCc2ccccc2)c(C)c1 ?
OX1R antagonist: -25

What do the screens show for `Cn1cc(CN2CCC(n3nccc3NC(=O)CCOc3ccccc3)CC2)cn1`?
CHT allo act: inactive; OX1R antagonist: -3

How did Cc1ccc2nc(NC(=O)c3ccc4c(c3)OCO4)sc2c1 do in these assays?
CHT allo act: inactive; OX1R antagonist: -10

What do the screens show for `COc1ccc(NC(=O)CN(C)C(=O)c2cc3c(cc2Cl)N2CCCCCC2=NS3(=O)=O)cc1`?
CHT allo act: inactive; OX1R antagonist: 10

What do the screens show for `Cc1ccc2c(c1)N(C(=O)CCC(=O)NCc1cccc(Cl)c1)CC(C)O2` (configuration not stated)?
CHT allo act: inactive; OX1R antagonist: -25

Results for O=C(Nc1ccccc1F)c1ccc(S(=O)(=O)N2CCCCCC2)cc1 ?
OX1R antagonist: -27

3 compounds already listed, arranged by count of non-hydrogen atoms, rising:
How did Cc1ccccc1CN(C)C(C)C(=O)Nc1ccccc1F (configuration not stated) do in these assays?
CHT allo act: inactive; OX1R antagonist: -15

Results for Cc1ccc(NC(=O)CSCC(=O)NCCc2ccccc2)c(C)c1 ?
OX1R antagonist: -25

Results for O=C(Nc1ccccc1F)c1ccc(S(=O)(=O)N2CCCCCC2)cc1 ?
OX1R antagonist: -27

The list continues:
How did O=C(NCc1ccccn1)c1cc2cc(Br)ccc2oc1=O do in these assays?
CHT allo act: inactive; OX1R antagonist: -15

What do the screens show for `O=C(NCc1cccnc1)c1cc(Sc2ccccc2Cl)nc2ccccc12`?
CHT allo act: inactive; OX1R antagonist: -18

How did COc1ccc(Cc2nnc(SCC(=O)c3c(N)n(C4CC4)c(=O)[nH]c3=O)o2)cc1 do in these assays?
OX1R antagonist: -21

Results for O=C1CCCCN1CC(=O)N1CCCC(N2CCN(c3ccccc3F)CC2)C1 (configuration not stated) ?
CHT allo act: inactive; OX1R antagonist: -25

What do the screens show for `CC1Oc2ccccc2N(Cc2ccccc2F)C1=O` (configuration not stated)?
CHT allo act: inactive; OX1R antagonist: -13

What do the screens show for `O=C(CN1C(=O)c2ccccc2C1=O)Nc1ccc(Cl)cn1`?
CHT allo act: inactive; OX1R antagonist: -7

How did O=C(Nc1cccc(Cl)c1)Nc1cccc(Cl)c1 do in these assays?
CHT allo act: inactive; OX1R antagonist: 39*

What do the screens show for `Cc1cc(NC(=O)CN2C(=O)NC3(CCC(C)CC3)C2=O)no1` (configuration not stated)?
CHT allo act: inactive; OX1R antagonist: 15

What do the screens show for `CCOC(=O)CNC(=O)CSc1nnc(-c2ccco2)n1N`?
CHT allo act: inactive; OX1R antagonist: -2

What do the screens show for `CC(=O)CSc1nnc(-c2ccc(S(=O)(=O)N3CCC(C)CC3)cc2)o1`?
CHT allo act: inactive; OX1R antagonist: -7

Results for CCOCCn1c(=O)c2c(nc3n2CCCN3Cc2ccccc2)n(C)c1=O ?
CHT allo act: inactive; OX1R antagonist: -6

What do the screens show for `Cc1cccc(NC(=O)C2CCN(S(=O)(=O)c3ccc4c(c3)C(C)(C)C(=O)N4C)CC2)c1C`?
CHT allo act: inactive; OX1R antagonist: -31

What do the screens show for `CCC(C)Nc1nc2c(c(=O)n(C)c(=O)n2C)n1Cc1ccc(F)cc1` (configuration not stated)?
CHT allo act: inactive; OX1R antagonist: -20

Results for CC(C)Oc1ccc(/C=C/C(=O)NCC2COc3ccccc3O2)cc1 (configuration not stated) ?
CHT allo act: inactive; OX1R antagonist: -17

Results for C/C(CC(=O)Nc1cccc2c1CCCC2)=N\NC(=O)Cc1ccccc1 ?
CHT allo act: inactive; OX1R antagonist: -37

What do the screens show for `COc1ccc(Cl)cc1S(=O)(=O)N1CCCC(C(=O)NCc2ccncc2)C1` (configuration not stated)?
CHT allo act: inactive; OX1R antagonist: -19

What do the screens show for `CN1CCN(c2nc(N3CCN(c4ccccc4)CC3)ncc2F)CC1`?
CHT allo act: inactive; OX1R antagonist: -13

Results for CCOC(=O)C1CCN(CC(C)(C)NS(=O)(=O)c2ccc(Cl)cc2)CC1 ?
CHT allo act: inactive; OX1R antagonist: -25

Results for COc1ccc(OCc2cc(C(=O)N3CCCC(O)C3)no2)c2ccccc12 (configuration not stated) ?
CHT allo act: inactive; OX1R antagonist: -23

How did COCCN(C(=S)Nc1ccc(C)c(C)c1)C(C)c1ccco1 (configuration not stated) do in these assays?
CHT allo act: inactive; OX1R antagonist: -18

What do the screens show for `CCOc1ccc(Nc2nc(N)c([N+](=O)[O-])c(NCc3ccccc3)n2)cc1`?
CHT allo act: inactive; OX1R antagonist: -13

What do the screens show for `Nc1nnc(SCC(=O)N2CCN(c3ccccc3)CC2)s1`?
CHT allo act: inactive; OX1R antagonist: -14

How did CCN(CC)C(=O)c1sc2c(c1C)c(=O)n(-c1ccc(OC)cc1OC)c(=O)n2CC(=O)c1ccccc1 do in these assays?
CHT allo act: inactive; OX1R antagonist: -40

How did COc1ccc(CCNC(=O)C(=O)NCC2OCCN2S(=O)(=O)c2ccccc2)cc1 (configuration not stated) do in these assays?
CHT allo act: inactive; OX1R antagonist: -19

Results for COc1ccc(C(OC(=O)c2cccs2)C(=O)NCC2CCCO2)cc1 (configuration not stated) ?
CHT allo act: inactive; OX1R antagonist: 9

How did CC(C)NC(=O)c1ccc(COCC(F)(F)C(F)F)cc1 do in these assays?
CHT allo act: inactive; OX1R antagonist: -18

What do the screens show for `Cc1ccc(S(=O)(=O)NCCC(=O)Nc2ccc(Cl)c(Cl)c2)cc1C`?
CHT allo act: inactive; OX1R antagonist: -12

What do the screens show for `CC(=O)c1cccc(NC(=O)c2ccco2)c1`?
CHT allo act: inactive; OX1R antagonist: -10

How did CCOc1cccc(/C(O)=C2/C(=O)C(=O)N(Cc3ccco3)C2c2ccncc2)c1 (configuration not stated) do in these assays?
CHT allo act: inactive; OX1R antagonist: -12

How did COc1cc(NC(=O)C/C(C)=N/NC(=O)Cc2ccc(Cl)cc2)c(OC)cc1Cl do in these assays?
CHT allo act: inactive; OX1R antagonist: -32

What do the screens show for `CC(=O)COc1c(-c2ccco2)oc2ccccc2c1=O`?
CHT allo act: inactive

Results for COc1cc(Br)c(CCNC(=O)Cc2ccccc2)cc1OC ?
CHT allo act: inactive; OX1R antagonist: -15

Results for C[C@@H](C(=O)Nc1ccc2ccccc2c1)[C@H]1C[C@]1(C)[C@H](NC(=O)c1cccnc1)c1ccccc1 ?
CHT allo act: inactive; OX1R antagonist: 26

What do the screens show for `O=C1c2ccccc2C(=O)c2c1cccc2N1CCN(Cc2ccccc2)CC1`?
CHT allo act: inactive; OX1R antagonist: -32

How did O=C(c1cc2n(n1)C(C(F)(F)F)CC(c1ccco1)N2)N1CCN(c2ccccn2)CC1 (configuration not stated) do in these assays?
CHT allo act: inactive; OX1R antagonist: -26

How did CCCc1nnc(SCC(=O)Nc2cccc(C(F)(F)F)c2)o1 do in these assays?
CHT allo act: inactive; OX1R antagonist: -1

Results for Cc1noc(C(=O)N2CCN(c3ccc(F)cc3)CC2)c1Cl ?
CHT allo act: inactive; OX1R antagonist: -1

What do the screens show for `CC1CCCCC1NC(=O)C1CCN(S(=O)(=O)c2cccc3nsnc23)CC1` (configuration not stated)?
CHT allo act: inactive; OX1R antagonist: -2

Results for COc1cc(/C=C2\C(C)=C(C#N)c3nc(N)c(C#N)c(C)c32)ccc1OCC(=O)O ?
CHT allo act: inactive; OX1R antagonist: -16

How did COc1ccc(CC(=O)OCc2nnc(C3COc4ccccc4O3)o2)cc1OC (configuration not stated) do in these assays?
CHT allo act: inactive; OX1R antagonist: -21

What do the screens show for `COc1cc(OC)c(C2=NOC(C(=O)NCCc3ccccc3)C2)cc1Cl` (configuration not stated)?
CHT allo act: inactive; OX1R antagonist: -31

Results for CC(C)COC(=O)c1nnsc1NC(=O)Nc1ccccc1 ?
CHT allo act: inactive; OX1R antagonist: -9

How did O=C(OCc1ccccc1Cl)c1cc([N+](=O)[O-])ccc1N1CCOCC1 do in these assays?
CHT allo act: inactive; OX1R antagonist: -11

What do the screens show for `Cc1c(NC(=O)CSC2=C(C#N)C(c3ccccc3F)CC(=O)N2)c(=O)n(-c2ccccc2)n1C` (configuration not stated)?
CHT allo act: inactive; OX1R antagonist: -6

Results for CC(C)C(=O)Nc1cccc(NC(=S)NC(=O)c2cccs2)c1 ?
CHT allo act: inactive; OX1R antagonist: -14

What do the screens show for `CC1Cc2cc(/C(O)=C3/C(=O)C(=O)N(CCCN4CCOCC4)C3c3ccc(C(C)C)cc3)ccc2O1` (configuration not stated)?
CHT allo act: inactive; OX1R antagonist: -29

Results for CCN(CC)S(=O)(=O)c1cc(C(=O)O)ccc1Cl ?
CHT allo act: inactive; OX1R antagonist: -17

What do the screens show for `CCOC(=O)c1c(NC(=O)COC(=O)Cc2n[nH]c(=O)c3ccccc23)sc(C(=O)NC)c1C`?
OX1R antagonist: -35

What do the screens show for `Cc1cc(=O)oc2cc(OC(C)C(=O)O)c(Cl)cc12` (configuration not stated)?
CHT allo act: inactive; OX1R antagonist: 17

Results for CC(C)c1ccc(C(=O)NCCCNC(=O)c2cnccn2)cc1 ?
CHT allo act: inactive; OX1R antagonist: -15

What do the screens show for `O=C(CCn1c(=O)oc2ccccc21)N1CCCCCC1`?
CHT allo act: inactive; OX1R antagonist: -13

From PubChem

Hits appear at their usual frequency. Share with any hit: about 0.8%.
